# Compound activity deposited in PubChem by National Center for Advancing Translational Sciences (NCATS).
# WRN inhibitor – inhibitors of human WRN helicase | actives 0.46% (n = 360,000) | Potency, µM (top dose mostly 114 µM), for the others: at the highest dose activity change, negative = inhibition, hits mostly inhibitors | AID 651768 | Q14191 | WRN helicase unwinding, fluorescent forked duplex, kinetic; note: potency is the fitted concentration of half-maximal effect; % is set by controls: 0 for no effect and ±100 for the full control effect; nearly all actives have a fitted effect of over 55% in size
#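 Enzyme (20 nM final) and test compound sit together 15 min at room temperature before substrate addition. Substrate is a single-forked duplex oligonucleotide (100 nM) labelled with fluorophore and quencher, with 2 mM ATP; helicase unwinding raises red fluorescence, read kinetically.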
# FUS yeast rescue – suppressors of FUS proteinopathy in yeast. S. cerevisiae FUS-expressing, growth rescue, OD600, 24 h. actives 0.24% (n = 390,000). AID 1347120. Potency, µM (series often up to 76.6 µM), for the others: top-dose growth rescue (activation), most hits filed as activators;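 note: potency is the fitted concentration of half-maximal effect; plate controls were DMSO vehicle for no effect and reference control for full effect; nearly all actives have a fitted effect of over 55% in size; some results filed as inactive show a strong effect at the top dose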
#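 Steps: raffinose overnight preculture; dilution to OD 0.005 in 2% galactose minimal medium; compound addition (concentration series); 24hr at 30C, 99% humidity; absorbance read at 600 nm.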
# Abeta yeast res – restores growth of yeast expressing A-beta42 peptide. yeast expressing A-beta42, growth rescue, OD600, 48 h; response scale: 0% DMSO, 100% iron-clioquinol control. actives 0.063% (n = 410,000). AID 1347071. Potency, µM (highest dose often 46.1 µM), without a hit: at the highest dose growth rescue, hits mostly activators; note: potency is the fitted concentration of half-maximal effect; nearly all actives have a fitted effect of over 55% in size
#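 Growth rescue measured by 600 nm absorbance after 48 h yeast culture at 30 C with compound. Values normalized between DMSO and an equimolar ferric chloride plus clioquinol control.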
# PI5P4K alpha inh – PI5P4K alpha (human) kinase inhibition. P48426. PI5P4Kalpha enzyme, ADP-Glo luminescence, 60 min; hits give low values. max response, %. actives 1.2% (n = 330,000); active = max response of -50% or lower; inconclusive = between -30% and -50%; inactive = -30% or higher; note: value at the top dose of about 77 µM; % is set by controls: 0 for no effect and ±100 for the full control effect
# Target sequence (P48426 whole entry, looked up): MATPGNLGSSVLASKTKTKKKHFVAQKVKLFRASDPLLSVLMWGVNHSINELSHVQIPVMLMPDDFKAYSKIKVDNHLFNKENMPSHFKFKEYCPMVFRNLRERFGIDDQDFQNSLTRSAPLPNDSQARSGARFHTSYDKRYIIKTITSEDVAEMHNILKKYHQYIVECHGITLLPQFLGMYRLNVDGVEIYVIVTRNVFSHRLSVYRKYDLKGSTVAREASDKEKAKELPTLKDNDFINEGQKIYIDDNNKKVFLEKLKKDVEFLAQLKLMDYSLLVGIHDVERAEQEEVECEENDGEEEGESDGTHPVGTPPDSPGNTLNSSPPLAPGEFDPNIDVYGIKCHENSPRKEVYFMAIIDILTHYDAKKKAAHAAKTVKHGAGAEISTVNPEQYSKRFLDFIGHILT
#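 qHTS, 1536-well: enzyme/substrate mix, compound by pin tool, 5 microM ATP final; RT 60 min; ADP-Glo reagents 1 (45 min) then 2 (30 min); luminescence.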
# EPAC1 ag – EPAC1 (human) agonism | Potency, µM (doses to about 154 µM), inactives show at the top dose activation, most hits filed as activators | O95398 | actives 0.073% (n = 360,000) | EPAC1 agonist qHTS, biochemical assay; response scale: 100% = response to 6.5 mM cAMP | AID 720707; note: potency is the fitted concentration of half-maximal effect; nearly all actives have a fitted effect of over 60% in size
#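 Normalized to 6.5 mM cAMP, activity reflects EPAC1-catalysed release of BODIPY-GDP from Rap1B, followed kinetically over 30 min at 480 nm excitation, 540 nm emission. Reaction contained 100 nM EPAC1, 250 nM Rap1B-BODIPY-GDP, 50 uM GDP.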
# IL2 activator – activators of IL-2 | AID 652025 | activation, % (series mostly up to about 46 µM) | actives 0.065% (n = 360,000) | IL-2 activation reporter assay, cell-based qHTS; stimulated with anti-CD3/CD4/CD28 beads; in transgenic mouse T cells; in the data active = activation above about 50%; inconclusive = mostly about 30% to 49%; note: 0% is about no effect
#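 Unstimulated transgenic mouse T cells, 750 per well, received compound and, after 60 minutes, anti-CD3/anti-CD4 bead plus anti-CD28 stimulation. EGFP and DsRed were quantified after 18 hours.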
# PLK1 PBD block – blocks phosphopeptide binding to human PLK1 polo-box domain; actives 2.8% (n = 360,000); AID 720504; Potency, µM, without a hit: max response, negative = inhibition, usual class: inhibitors; Plk1 PBD binding of FITC phosphopeptide, fluorescence polarization; P53350; note: potency is the fitted concentration of half-maximal effect; series mostly up to about 57 µM; % is set by controls: 0 for no effect and ±100 for the full control effect; nearly all actives have a fitted effect of over 65% in size
# Target sequence (P53350 whole entry, looked up, the tested form may be a part): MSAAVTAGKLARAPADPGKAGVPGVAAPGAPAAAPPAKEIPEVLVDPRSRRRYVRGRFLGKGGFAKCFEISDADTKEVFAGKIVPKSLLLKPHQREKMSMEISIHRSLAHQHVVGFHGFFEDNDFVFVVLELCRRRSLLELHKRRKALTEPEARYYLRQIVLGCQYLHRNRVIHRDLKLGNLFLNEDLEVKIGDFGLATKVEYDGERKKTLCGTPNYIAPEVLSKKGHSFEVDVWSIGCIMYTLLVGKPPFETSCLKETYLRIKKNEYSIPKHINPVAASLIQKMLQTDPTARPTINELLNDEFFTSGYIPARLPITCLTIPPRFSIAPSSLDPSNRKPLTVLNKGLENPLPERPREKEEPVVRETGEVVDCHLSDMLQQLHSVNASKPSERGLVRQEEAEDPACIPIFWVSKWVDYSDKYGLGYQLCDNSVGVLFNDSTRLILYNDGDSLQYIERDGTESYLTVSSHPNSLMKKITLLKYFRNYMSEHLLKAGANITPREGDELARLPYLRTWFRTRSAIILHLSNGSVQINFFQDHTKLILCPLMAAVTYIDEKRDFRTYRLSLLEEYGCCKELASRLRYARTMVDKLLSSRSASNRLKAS
# EPAC1 antag – EPAC1 (human) antagonism. O95398. EPAC1 GEF assay, Rap1b-BODIPY-GDP exchange fluorescence. Potency, µM (doses to about 115 µM), without a hit: at the highest dose activity change, negative = inhibition, most hits filed as inhibitors. actives 0.14% (n = 360,000). AID 720709;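 note: potency is the fitted concentration of half-maximal effect; plate controls were vehicle for no effect and positive control for full effect; nearly all actives have a fitted effect of over 50% in size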
# aSyn yeast inh – rescues yeast growth from alpha-synuclein toxicity | Yeast expressing alpha-synuclein, growth rescue, BacTiter-Glo, 24 h | Potency, µM (series often up to 46.1 µM), inactives show at the top dose growth rescue (activation), hits mostly activators | actives 0.14% (n = 370,000) | AID 652106; note: potency is the fitted concentration of half-maximal effect; % of control where 0% means no effect; nearly all actives have a fitted effect of over 65% in size
#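 Readout is rescue of growth in alpha-synuclein-expressing yeast, so inhibitors of toxicity appear as activators. Growth after 24 hr at 30 deg C in galactose medium is quantified by luminescence.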
# Numbers without * were called inactive; ? = inconclusive; . = no result given; [ ] = remark or other dose. Unless noted, calls come from the whole dose curve; as a rule, active = well fitted curve in the direction sought with a large enough effect; inconclusive = small, poorly fitted or top-dose-only effect, or another doubt; inactive = no such curve, though single readings can be large; an effect the other way counts as inactive or inconclusive.
molecule,EPAC1 ag,PLK1 PBD block,FUS yeast rescue,IL2 activator,PI5P4K alpha inh,WRN inhibitor,aSyn yeast inh,EPAC1 antag,Abeta yeast res
CN1CCN(CCNC(=O)c2ccc(CS(=O)c3ccc(Br)cc3)o2)CC1 (configuration not stated),5.0%,-8.3%,-27.1%,0.1,-2.0,-3.3%,2.7%,7.8%,1.5%
O=C(N/N=C\c1ccc(OC(=O)c2cccs2)cc1)c1ccc(Cl)cc1,4.3%,-10.9%,.,-0.4,1.5,-10.2%[11.6 µM],2.1%,-9.2%,2.5%
CCNC(=O)C(=O)NCC(c1ccc2c(c1)OCO2)N1CCOCC1 (configuration not stated),1.3%,-16.1%,0.2%,-5.0,-1.4,2.3%,0.8%,-20.1%,-5.6%
CC(=O)c1ccc(NC(=O)Cn2nc(C)cc2C)cc1,8.1%,-16.4%,3.4%,-1.5,0.3,-0.3%,1.7%,-4.3%,14.1%
CCOc1ccccc1NC(=O)CCNC(=O)Cn1ccc2ccccc2c1=O,-0.7%,-10.8%,16.9%,1.5,-8.4,6.0%,-1.4%,-13.5%,3.4%
CN(CCc1ccccc1)C(=O)c1cccc(NC(=O)Cc2cccc(NC(=O)C3CCCN(C(=O)C4CC4)C3)c2)c1 (configuration not stated),-7.8%,0.3%,16.9%,-0.6,4.1,2.7%,-9.2%,-14.3%,-0.4%
Cc1cccc2cc(CN(CC3CCCO3)C(=O)c3ccco3)c(=O)[nH]c12 (configuration not stated),-7.9%,-12.7%,20.7%,-1.9,-4.0,-4.0%,-3.4%,3.0%,6.8%
Cc1cc(Cl)ccc1OCC(=O)N1CCCCC1,2.2%,-20.9%,-4.4%,2.2,1.5,6.9%,0.5%,-3.7%,-1.5%
CN(C)S(=O)(=O)c1ccc(/C(O)=C2/C(=O)C(=O)N(Cc3cccnc3)C2c2cccs2)cc1 (configuration not stated),-0.1%,-12.4%,23.4%,0.6,-10.5,-8.4%,-4.3%,9.9%,8.6%
CCN(CC)S(=O)(=O)c1ccc(/C=C/C(=O)NC2CCCCC2)cc1,0.8%,-0.5%,17.1%,-5.9,2.3,-2.9%,7.8%,-26.3%,10.3%
Cc1cc(F)ccc1S(=O)(=O)Nc1ccc(C(=O)N2CCCCCC2)cc1,6.5%,-0.7%,20.5%,0.0,0.0,-2.3%,-3.9%[1.84 µM],9.8%,12.5%
COC(=O)c1c(NC(=O)c2ccco2)sc(C(=O)N(C)C)c1C,0.9%,-23.7%,14.0%,-1.4,-3.1,2.7%,-1.5%,1.9%,-4.4%
COC(=O)CN1C(c2ccccc2O)Nc2ccc(Br)cc2C1c1ccccc1 (configuration not stated),1.4%,-5.1%,.,0.0,0.2,-9.8%,0.7%,-10.8%,11.2%
CCOC(=O)c1ccc(NC(=O)c2nc[nH]c2C(=O)NC)cc1,6.0%,-5.3%,-16.1%,-0.3,5.6,0.6%,0.6%,-1.7%,-16.0%
CC1(C)CC(=O)C2=C(C1)OC1=C(C(=O)CC(C)(C)C1)C2c1ccccc1,-15.0%,-5.4%,20.9%,2.9,.,5.0%,-0.6%,2.0%,-31.9%
O=C(Cc1coc2cc3c(cc12)CCC3)OCC(=O)N1CCCC1=O,0.9%,-3.7%,12.1%,-0.6,2.8,-0.2%,10.6%,10.0%,22.6%
Cc1cc(Nc2ccc(O)cc2)n2c(nc3ccccc32)c1C#N,12.2%,-9.6%,17.5%,-2.5,-21.0,-0.3%[57.1 µM],-7.8%,-29.9%,1.6%
COc1ccc(CCN(C)c2ccc(S(=O)(=O)N3CCCC3)cn2)cc1OC,1.5%,-4.2%,-1.1%,-1.9,4.0,-18.9%,-0.2%,-4.2%,7.3%
Cc1ccc2nc(N(CCN(C)C)C(=O)C3=COCCO3)sc2c1,-5.1%,-2.1%,-0.7%,-0.3,-0.6,10.5%,-1.0%,-17.2%,2.2%
CCN(CC(=O)Nc1c(F)cccc1F)C(=O)C1CC1C (configuration not stated),5.5%,2.3%,-14.9%,0.4,4.3,10.7%,2.4%,-3.1%,0.4%
O=C(O)CC1CCC1CC(=O)O (configuration not stated),5.7%,-5.0%,.,-1.1,17.0,5.0%,-5.6%,-2.2%,6.7%
CC(C)(C)c1ccc(NC(=O)CSc2n[nH]c(=O)n2C2CC2)cc1,-4.5%,-13.0%,19.4%,-0.7,-3.6,-3.7%,-1.2%,-8.5%,4.6%
COc1cccc(C2C(C(=O)c3ccco3)=C(O)C(=O)N2CCN(C)C)c1OC (configuration not stated),2.4%,-1.8%,.,-1.0,-8.4,-6.7%,-3.0%,9.2%,11.1%
CCCCN(C(=O)CC1OC(=O)c2ccccc21)c1c(N)n(CCCC)c(=O)[nH]c1=O (configuration not stated),-3.1%,3.5%,0.4%,-4.8,-3.6,-4.4%,4.7%,19.8%,7.9%
CC(=O)OCC1=C(C(=O)O)N2C(=O)C(NC(=O)C(C)Cn3nc(C)c(Cl)c3C)C2SC1 (configuration not stated),6.3%,?,-10.1%,-0.1,-3.2,-6.1%[11.6 µM],3.4%,7.5%,-1.0%
CN(C)CC(C)(C)CN=Cc1c(O)[nH]c2ccccc12,4.1%,-9.8%,-8.8%,-0.7,-4.9,2.5%,2.9%,8.7%,-7.4%
CCN(CC)S(=O)(=O)c1ccc(N2CCCC2)c(NC(=O)c2ccncc2)c1,-8.0%,-2.5%,4.1%,0.2,-2.5,5.8%,0.7%,17.2%,-13.8%
CCc1ccc(-c2cc3c(=O)n(CC(=O)NCCCN4CCN(Cc5ccccc5)CC4)nc(C)n3n2)cc1,-9.7%,-2.9%,19.1%,-0.3,3.4,1.2%,-3.1%,13.2%,.
O=C1NC[C@@H](Cc2cccc3ccccc23)N(CCCCC2CCCCC2)C1=O,-11.7%,0.0%,8.6%,0.0,0.4,-1.6%,9.0%,3.6%,9.6%
CCCCCCCCN1C(=O)[C@H](CC(=O)NCCc2ccccc2OC)C[C@@]2(C(=O)OCC)CCCC=C12,-15.3%,4.5%,30.8%,-1.1,6.4,-3.9%,6.9%,-2.4%,-3.8%
Cc1ccc(CSc2n[nH]c(N)n2)cc1,6.0%,-15.8%,-10.1%,0.2,-8.8,2.6%,-2.6%,3.4%,-0.6%
O=C(Nc1ccc(Cl)cc1)c1ccc(-c2ccccn2)s1,12.2%,9.4%,0.1%,-1.7,-4.1,-2.8%,4.1%,1.3%,11.7%
COc1ccc(-c2cc(=Nc3c(C)n(C)n(-c4ccccc4)c3=O)c3ccccc3o2)cc1,-1.3%,2.1%,11.0%,-2.6,0.2,-3.1%,0.2%,2.5%,17.8%
Cc1ccsc1S(=O)(=O)N1CCCC(CCC(=O)NCc2ccccc2F)C1 (configuration not stated),15.1%,-18.3%,7.9%,0.4,-2.3,-7.3%,10.6%,-3.8%,17.8%
CC(=O)c1cn(CC(=O)Nc2ccccc2C)c2ccccc12,0.0%,-0.9%,4.4%,-0.4,13.2,-4.2%,6.7%,?,5.7%
CCCOc1cc(C)c(S(=O)(=O)NC2CC(C)(C)NC(C)(C)C2)cc1C,-13.0%,-0.5%,.,0.5,12.8,2.8%,-0.7%,-2.6%,-4.7%
Cc1ccc(-c2cc3cccc[n+]3cc2-c2ccc(C)cc2)cc1,5.5%,?,.,-3.9,3.7,9.2%,-14.6%,11.2%,-25.4%
CCOc1ccccc1NC(=O)NCCc1c[nH]c2ccccc12,6.0%,3.8%,14.5%,-0.4,3.3,-6.0%,6.9%,-0.3%,23.1%
COc1ccc(N2CCN(C(=O)C(Cc3ccccc3)NC(=O)c3ccccc3)CC2)cc1 (configuration not stated),0.3%,2.2%,26.1%,-2.2,5.2,-10.5%,12.5%,?,11.6%
COc1cc2c(cc1OC)C(c1ccc(Br)cc1)CC(=O)N2 (configuration not stated),-14.9%,-3.0%,-10.5%,0.6,1.4,4.1%,0.6%,-16.6%,-2.6%

# Just IL2 activator and Abeta yeast res, for some of the entries so far:
compound	IL2 activator	Abeta yeast res
O=C1NC[C@@H](Cc2cccc3ccccc23)N(CCCCC2CCCCC2)C1=O	0.0	9.6%
CCCCCCCCN1C(=O)[C@H](CC(=O)NCCc2ccccc2OC)C[C@@]2(C(=O)OCC)CCCC=C12	-1.1	-3.8%
Cc1ccc(CSc2n[nH]c(N)n2)cc1	0.2	-0.6%
O=C(Nc1ccc(Cl)cc1)c1ccc(-c2ccccn2)s1	-1.7	11.7%

# (continued)
molecule,EPAC1 ag,PLK1 PBD block,FUS yeast rescue,IL2 activator,PI5P4K alpha inh,WRN inhibitor,aSyn yeast inh,EPAC1 antag,Abeta yeast res
Cc1cc(-c2ccc(C(C)C)c(S(=O)(=O)NCCN3CCC(C)CC3)c2)on1,-2.0%,-13.1%,1.4%,1.6,6.3,-2.8%,2.8%,-10.9%,-11.8%
c1ccc2ccccc2c1,5.3%,1.1%,-32.8%,-0.1,4.7,2.9%,-1.4%,5.0%,-14.2%
Cc1cc(C)nc(NS(=O)(=O)c2ccc(NC(=O)CN3C(=O)S/C(=C\c4ccccc4)C3=O)cc2)n1,5.5%,?,20.8%,-3.4,-13.9,-21.4%,-5.1%,79.4µM*,-17.6%
O=C(/C=C/c1ccccc1Cl)NCCc1ccccc1,8.0%,-3.7%,12.4%,0.6,.,-7.1%,-2.3%,-9.3%,3.4%
COC(=O)c1ccccc1NC(=O)Oc1ccc(F)cc1,2.8%,-12.1%,?,3.0,.,-8.4%,-3.5%,-19.1%,-21.7%
